Pol iota inh – DNA polymerase iota (human) inhibition; hit rate 1% among 390,000; Pol iota fluorescent replication assay, 10 min; Potency, µM (highest dose often 115 µM), inactives show at the top dose activity, negative = inhibition, hits mostly inhibitors; AID 588590; Q9UNA4; further: potency means the concentration at half of the fitted maximal effect
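Fluorescent replication assay read twice, at 0 min and 10 min after adding 50 nM (final) substrate. Enzyme (10 nM) and compounds were first incubated 15 min at room temperature; enzyme-free buffer wells were negative controls.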
RXFP1 antag – blocks the human relaxin receptor RXFP1; AID 1259400; hit rate 0.59% among 350,000; Q9HBX9; HEK293-RXFP1, relaxin-stimulated cAMP HTRF, 30 min; stronger effect = lower value; activity change, negative = inhibition, % at 57.5 µM;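 active means activity change of -60% or lower, but not beyond a set lower limit; inconclusive means change between -60% and -40%, or beyond the set limit; inactive means change above -40%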; further: on the % scale 0 is the no-effect control and ±100 the full control effect
Target sequence (Q9HBX9 whole entry, looked up): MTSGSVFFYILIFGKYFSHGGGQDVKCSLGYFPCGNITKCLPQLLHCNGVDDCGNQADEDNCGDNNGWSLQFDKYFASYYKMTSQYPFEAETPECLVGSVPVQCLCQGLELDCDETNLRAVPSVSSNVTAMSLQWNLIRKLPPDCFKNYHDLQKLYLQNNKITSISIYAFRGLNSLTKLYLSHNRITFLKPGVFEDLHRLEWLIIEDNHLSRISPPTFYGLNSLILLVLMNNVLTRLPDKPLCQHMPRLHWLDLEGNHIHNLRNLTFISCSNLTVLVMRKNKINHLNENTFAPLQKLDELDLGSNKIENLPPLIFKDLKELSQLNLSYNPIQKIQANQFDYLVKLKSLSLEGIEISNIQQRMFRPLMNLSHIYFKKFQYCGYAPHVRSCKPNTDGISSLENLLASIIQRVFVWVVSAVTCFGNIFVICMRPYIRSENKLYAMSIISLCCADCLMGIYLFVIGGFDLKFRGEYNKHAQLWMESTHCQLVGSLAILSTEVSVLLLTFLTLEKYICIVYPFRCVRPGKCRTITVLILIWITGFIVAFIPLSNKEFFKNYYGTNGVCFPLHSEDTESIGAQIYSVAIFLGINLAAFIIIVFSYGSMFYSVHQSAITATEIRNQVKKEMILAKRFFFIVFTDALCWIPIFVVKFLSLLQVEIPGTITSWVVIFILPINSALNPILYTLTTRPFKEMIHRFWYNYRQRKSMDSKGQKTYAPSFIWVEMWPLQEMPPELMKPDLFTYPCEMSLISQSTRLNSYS
Apoferritin bind – binds horse apoferritin like a general anesthetic; apoferritin/1-aminoanthracene competitive binding, fluorescence; P02791; hit rate 0.074% among 350,000; Potency, µM (highest dose often 77.5 µM), for inactives: top-dose activity change, negative = displacement, most hits filed as inhibitors; further: potency means the concentration at half of the fitted maximal effect; on the % scale 0 is the no-effect control and ±100 the full control effect; nearly all actives have a fitted effect of over 20% in size
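In PBS, apoferritin at 10 uM is loaded with 1-AMA from a 50% saturated solution. After 10 min of compound exposure at ambient temperature, reduced 535 nm fluorescence indicates probe displacement.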
Pol beta inh – inhibitors of human DNA polymerase beta; P06746; Pol beta primer extension/strand displacement, fluorescence kinetic; Potency, µM (top dose mostly 114 µM), for inactives: top-dose activity change, negative = inhibition, hits mostly inhibitors; hit rate 1.3% among 340,000; AID 485314; further: potency means the concentration at half of the fitted maximal effect; on the % scale 0 is the no-effect control and ±100 the full control effect
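Kinetic readout of DNA synthesis with strand displacement by Pol beta. Compound and 10 nM enzyme sit 15 min at room temperature; 50 nM substrate starts the reaction, read immediately and at 10 min.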
BLM helicase inh – Bloom syndrome helicase (human) inhibition. P54132. recombinant BLM DNA unwinding, fluorescence dequenching. Potency, µM (titrated, usually from 56.1 µM), inactives show top-dose activity change, negative = inhibition, usual class: inhibitors. hit rate 0.2% among 350,000. AID 2528;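 further: potency means the concentration at half of the fitted maximal effect; plate controls were vehicle for no effect and no enzyme for full effect; nearly all actives have a fitted effect of over 35% in size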
APE1 inh – inhibitors of human APE1 endonuclease; hit rate 0.35% among 350,000; Potency, µM (highest dose often 65.8 µM), inactives show at the highest dose activity change, negative = inhibition, actives largely listed as inhibitors; P27695; recombinant APE1, TAMRA/BHQ-2 abasic DNA cleavage fluorescence; AID 2517;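 further: potency means the concentration at half of the fitted maximal effect; plate controls were vehicle for no effect and reference inhibitor for full effect; nearly all actives have a fitted effect of over 55% in size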
Target sequence (P27695 whole entry, looked up): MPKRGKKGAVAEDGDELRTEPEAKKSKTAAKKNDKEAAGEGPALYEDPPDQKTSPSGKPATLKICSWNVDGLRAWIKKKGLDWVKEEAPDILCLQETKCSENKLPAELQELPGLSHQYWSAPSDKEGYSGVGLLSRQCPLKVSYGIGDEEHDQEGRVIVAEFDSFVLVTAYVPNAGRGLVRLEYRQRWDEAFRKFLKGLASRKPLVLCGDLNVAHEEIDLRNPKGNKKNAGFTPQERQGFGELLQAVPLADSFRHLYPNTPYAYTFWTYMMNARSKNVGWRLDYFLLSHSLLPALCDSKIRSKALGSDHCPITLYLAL
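Incision of a quenched TAMRA/BHQ-2 THF abasic-site duplex (50 nM) by 0.75 nM APE1, after 15 min compound preincubation, measured as fluorescence increase over three 60 s reads. Values normalized to buffer, DMSO and NSC13755 control wells.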
Pol kappa inh – blocks human DNA polymerase kappa activity; purified Pol kappa, fluorescent DNA synthesis assay, 10 min; Potency, µM (highest dose often 107 µM), inactives show at the highest dose activity, negative = inhibition, hits mostly inhibitors; AID 588579; hit rate 0.53% among 400,000; Q9UBT6; further: potency means the concentration at half of the fitted maximal effect; on the % scale 0 is the no-effect control and ±100 the full control effect
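Kinetic fluorescence screen: compound preincubated 15 min RT with 10 nM enzyme; 50 nM substrate (final) initiates; reads at 0/10 min.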
Tb PGK inh – T. brucei PGK inhibition. P07378. PGK/GAPDH coupled, Kinase-Glo luminescence, 60 min. Potency, µM (titrated, usually from 57.5 µM), without a hit: at the highest dose activity change, negative = inhibition, usual class: inhibitors. hit rate 0.043% among 380,000; further: potency means the concentration at half of the fitted maximal effect; on the % scale 0 is the no-effect control and ±100 the full control effect; nearly all actives have a fitted effect of over 60% in size
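Recombinant glycosomal PGK reaction used 1,3-bisphosphoglycerate generated in-well by GAPDH (100nM final) in 100mM TEA pH 7.6, 5mM MgCl2, 0.01% Tween-20. After 60 minutes at room temperature, ATP was read by Kinase-Glo Plus luminescence end-point.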
Pol eta inh – DNA polymerase eta (human) inhibition; hit rate 1.2% among 390,000; recombinant Pol eta, fluorescent DNA replication assay; Potency, µM (series often up to 114 µM), for the others: at the highest dose activity change, negative = inhibition, most hits filed as inhibitors; AID 588591; further: potency means the concentration at half of the fitted maximal effect; on the % scale 0 is the no-effect control and ±100 the full control effect
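Pol eta at 10 nM preincubated with compounds 15 min at room temperature; reaction started with fluorescent substrate (50 nM final) and read kinetically at 0 and 10 min.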
Numbers without * were called inactive; i = inactive; ? = inconclusive; / = no result given; & = joins results of further samples; [ ] = dose if it differs, or a comment. Unless noted, the call rests on the fitted dose curve; in most records, active means well fitted curve in the direction sought with a large enough effect; inconclusive means small, poorly fitted or top-dose-only effect, or another doubt; inactive means no such curve, though single readings can be large; an effect the other way counts as inactive or inconclusive. Not all compounds are listed; count on the stated rates, not on these rows.

SMILES	Pol iota inh	RXFP1 antag	Apoferritin bind	Pol beta inh	BLM helicase inh	APE1 inh	Pol kappa inh	Tb PGK inh	Pol eta inh
CCOc1ccc(C(=O)Nc2cccc(C(=O)OCc3cc(=O)n4nc(C5CC5)sc4n3)c2)cc1	9%	-4	-20%	-15%	-5%	/	-15%[60.1 µM]	8%	?
Cc1ccc2c(CN3CC=C(c4ccccc4)CC3)cc(=O)oc2c1C	-15%	-3	-23%	-1%[57.1 µM]	60%[activator]	-8%	-5%	-2%	-16%
Cc1cccc(-n2c(C)nc3ccc(Cl)cc3c2=O)c1	170%[activator]	0	-6%	8%	-2%	18%	4%	-26%	-7%
CCn1c(O)c(C=NCc2cccs2)c(=O)n(CC)c1=S	2%	-18	?	-14%	-7%	7%	-5%	-3%	-15%
CC/C(=N\N1CCN(C)CC1)c1c(O)[nH]c(=O)[nH]c1=O	13%	-7	-1%	13%	-1%	2%	5%	-4%	-12%
CS(=O)(=O)NNP(=O)(NNS(C)(=O)=O)NC(=O)c1ccc(Br)cc1	3%	0	-8%	3%	1%	7%	-11%	i	0%
Cc1cc(NC(=O)CCC(=O)N2CCC3(CC2)OCCO3)no1	-11%	-17	-13%	30%	1%	6%	-12%	2%	-7%
O=C1CCc2cccc3c2N1CC3	/	/	2%	/	1%	?	-12%[12 µM]	/	/
O=C(CN1CCOCC1)c1ccc2cc[nH]c2c1	6%	3	35%[activator]	-7%	-5%	1%	-10%	-5%	-1%
CC12CC[C@H]3[C@@H](CCC4(O)C[C@H](O)CCC34/C=N/NC(=O)c3ccccc3[N+](=O)[O-])C1(O)CCC2C1=CC(=O)OC1 (some centres undefined)	-13%	-11	-9%	4%	-3%	-7%	-8%	2%	4%
CCOC(=O)c1ccccc1OC(=O)NNc1ccccc1	48%[activator]	-12	/	/	/	/	-5%	-9%	-18%
Cn1c(=O)n(C)c2cc(N3CCCC3)c(NC(=O)Nc3ccccc3)cc21	5%	/	?	15%	-1%	/	3%	-6%	-4%
CN(C)c1ccc(/C=C2/C(=N\O)C3CCN2CC3)cc1	86%[activator]	-15	-12%	37%	-6%	-1%	4%	i	-8%
COc1ccccc1NC1=NCCS1	5%	-6	-11%	26%	1%	13%	-8%	-5%	3%
CCCN(CCC)C1CCc2ccc(O)cc2C1 (centres undefined)	11%	/	/	6%[57.1 µM]	/	24%&-8%&17%	-2%[60.1 µM]	i	-12%
C[C@]12CC[C@@H](O)C[C@@H]1CC[C@@H]1[C@@H]2CC[C@]2(C)C(=O)CC[C@@H]12	-17%	/	-4%&-12%	1%	-1%&-5%	-1%&-7%	-8%	2%	-2%
COC(=O)C1=C(c2ccc(F)cc2F)C[C@@H]2CC[C@H]1N2C(=O)NCc1ccc(F)cc1	6%	/	/	/	/	1%	-6%	-3%	-3%
CCCC(C)C1(CC)C(=O)NC(=O)NC1=O (centres undefined)	/	/	-5%	/	5%	-6%	-7%[60.1 µM]	/	/
CC(C)N1OC2CC1c1nc3ccccc3n1C2 (centres undefined)	9%	/	0%	-9%	-4%	0%	-1%	i	-11%
O=c1[nH]c(=O)n(-c2ccccc2)c(O)c1/C=C/C=Nc1ccccc1	?	-13	-4%	?	-12%	-3%	-8%	0%	?

Among those listed so far, three contain an NH in an aromatic ring:
SMILES	Pol iota inh	RXFP1 antag	Apoferritin bind	Pol beta inh	BLM helicase inh	APE1 inh	Pol kappa inh	Tb PGK inh	Pol eta inh
CC/C(=N\N1CCN(C)CC1)c1c(O)[nH]c(=O)[nH]c1=O	13%	-7	-1%	13%	-1%	2%	5%	-4%	-12%
O=C(CN1CCOCC1)c1ccc2cc[nH]c2c1	6%	3	35%[activator]	-7%	-5%	1%	-10%	-5%	-1%
O=c1[nH]c(=O)n(-c2ccccc2)c(O)c1/C=C/C=Nc1ccccc1	?	-13	-4%	?	-12%	-3%	-8%	0%	?

The listing picks up, repeating the 3 entries before the break.
SMILES	Pol iota inh	RXFP1 antag	Apoferritin bind	Pol beta inh	BLM helicase inh	APE1 inh	Pol kappa inh	Tb PGK inh	Pol eta inh
CCCC(C)C1(CC)C(=O)NC(=O)NC1=O (centres undefined)	/	/	-5%	/	5%	-6%	-7%[60.1 µM]	/	/
CC(C)N1OC2CC1c1nc3ccccc3n1C2 (centres undefined)	9%	/	0%	-9%	-4%	0%	-1%	i	-11%
O=c1[nH]c(=O)n(-c2ccccc2)c(O)c1/C=C/C=Nc1ccccc1	?	-13	-4%	?	-12%	-3%	-8%	0%	?
O=C1CN=C(c2ccccc2)c2ccccc2N1	18%	-2	7%	14%	-4%	-16%	-1%	-3%	-2%
CC(=O)Nc1ccc(OC(=O)N2CCCCC2)cc1	1%	-6	-16%	24%	-1%	0%	-5%	-3%	-6%
COc1cc2c(c(OC)c1OC)-c1ccc(C(=O)O)cc1[C@@H](NC(C)=O)CC2	29%	/	/	/	/	/	2%	-8%	-16%
CN(C)C1=C(C#N)C(c2ccccc2)=NP(N(C)C)(N(C)C)=N1	20%	-24	-14%	8%	-5%	-2%	0%	i	-5%
CCN1CCN(c2ccc(NC(C)=O)cc2Cl)CC1	24%	-7	-9%	-8%	4%	-11%	3%[60.1 µM]	i	-10%
CCCCC/C=C\C/C=C\C/C=C\C/C=C\CCCC(=O)NCCCl	/	/	?	/	-10%	?	?	/	/
CN1CCc2nc(SCC(=O)OC(C)(C)C)c(C#N)cc2C1	12%	-5	-3%	26%	-7%	-4%	-6%	-4%	-9%
O/N=C1\CCC2CN(C3CCCCC3)CC2C1 (centres undefined)	3%	-9	-7%	8%	-2%	12%	-2%	i	-3%
CN1C(=O)C(=Cc2cc([N+](=O)[O-])ccc2N2CCCCC2)C(=O)N(C)C1=O	73%[activator]	1	-5%	9%	2%	15%	-7%	-8%	-5%
CCSc1nnc([C@@H](N)Cc2c[nH]c3ccccc23)o1	35%[activator]	-4	-14%	5%	1%	-5%	2%	2%	-14%
O=c1[nH]c(=S)n(-c2ccccc2Cl)c(O)c1C=NCCN1CCNCC1	-3%	4	-4%	-9%	4%	6%	-19%	0%	-7%
S=C=Nc1cccc(C2(N3CCCCC3)CCCCC2)c1	?	/	/	/	-6%	-15%&0%	-13%	10%	-5%
O=C(c1ccc2c(c1)ncn2-c1ccc(F)cc1F)N1CCC2(CC1)OCCO2	85%[activator]	-1	-5%	24%	-2%	2%	-3%	-3%	-20%
CC(=O)O[C@H]1[C@H]2[C@@H](OC(=O)Cc3ccccc3)[C@@H](C)C[C@]2(OC(C)=O)C(=O)/C(C)=C/[C@@H]2[C@H](CC[C@@]13CO3)C2(C)C	/	/	-13%	/	-7%	0%	?	/	/
CCc1nc2ccccc2c(=O)n1-c1ccc2ccccc2c1	-5%	-6	-22%	21%	-3%	-1%	-4%	6%	-14%
COc1ccc(N/N=C/c2c(O)n(-c3ccc(C)c(C)c3)c(=O)[nH]c2=O)cc1	-12%	-14	?	32%	1%	12%	-12%	2%	-19%
O=C(Cc1ccccc1)OCCN1CCOCC1	-8%	11	0%	0%	2%	6%	-11%	8%	-14%
O=C1NC(=O)N(Cc2ccccc2)C(=O)/C1=C/N1CCCc2ccccc21	?	-3	-4%	-8%	-1%	-7%	-66%	0%	-11%
CCOc1ccccc1CN(CCc1ccc2c(c1)OCO2)Cc1ccc(CC)cc1	-11%	/	99%[activator]	?	2%	/	4%	-7%	-11%
CNCCCc1ccccc1	-8%	-3	-7%	22%	-2%	0%	-5%	-9%	-12%
COC(=O)c1c(C)[nH]c(C(=O)C(Cc2ccccc2)N(C)C)c1C (centres undefined)	?	-2	0%	-24%	-1%	?	-4%	2%	-5%
CCCCc1nc2ccccc2c(=O)n1-c1cccc(OC)c1	-29%	/	-8%	-26%	-5%	/	-19%	0%	-6%
O=C(CCn1c(=O)oc2ccccc21)N1CCN(c2ccccc2Cl)CC1	-4%	4	-6%	28%	2%	19%	-2%	-8%	0%
O=c1c2ccccc2nc(CSc2ncnc3nc[nH]c23)n1-c1ccccc1	18%	0	-1%	-26%	-3%	3%	-21%	-7%	6%
O=C1/C(=C/c2ccccc2Cl)N2CCC1CC2	7%	6	?	2%	0%	-1%	4%	-3%	-21%
CC(C(N)=O)N1CC(c2ccccc2)CC1=O (centres undefined)	4%	20	-6%	-2%	0%	-4%	-5%	3%	3%
CN1CC(C(=O)c2ccccc2)C(c2ccccc2)C1 (centres undefined)	129%[activator]	-4	-9%	9%	-1%	-6%	3%	-5%	-13%
C#CC[N+]1(C)C2CCC1CC(O)C2 (centres undefined)	6%	-1	-8%	-26%	-4%	-1%	8%	-8%	2%
Fc1ccccc1CN1CCN(c2ccc(Cl)cc2)CC1	48%[activator]	-28	0%	0%	-7%	19%	9%	i	-8%
Cc1[nH]c2ccccc2c1CCNCc1cccnc1	50%[activator]	-1	-2%	69%	1%	16%	4%	-9%	-23%
O=C(c1cc2ccccn2n1)N1CCC2(CC1)OCCO2	45%[activator]	-5	-10%	9%	-2%	-12%	-1%	0%	-15%
CCc1cc(=O)oc2c(C)c(OCC(=O)N3C[C@H]4C[C@@H](C3)c3cccc(=O)n3C4)ccc12	2%	/	-8%	20%	5%	10%	2%	3%	-12%
CC1([N+](=O)[O-])COP(=O)(Nc2cccc(Cl)c2)OC1 (centres undefined)	14%	-4	/	/	/	/	-8%	-4%	-13%
S=C(NCCN1CCOCC1)Nc1cccc(Cl)c1	118%[activator]	-1	-6%	2%	-9%	-6%	-5%	-2%	-17%

Among those listed so far, these have a nitro group on carbon.
SMILES	Pol iota inh	RXFP1 antag	Apoferritin bind	Pol beta inh	BLM helicase inh	APE1 inh	Pol kappa inh	Tb PGK inh	Pol eta inh
CC12CC[C@H]3[C@@H](CCC4(O)C[C@H](O)CCC34/C=N/NC(=O)c3ccccc3[N+](=O)[O-])C1(O)CCC2C1=CC(=O)OC1 (some centres undefined)	-13%	-11	-9%	4%	-3%	-7%	-8%	2%	4%
CN1C(=O)C(=Cc2cc([N+](=O)[O-])ccc2N2CCCCC2)C(=O)N(C)C1=O	73%[activator]	1	-5%	9%	2%	15%	-7%	-8%	-5%
CC1([N+](=O)[O-])COP(=O)(Nc2cccc(Cl)c2)OC1 (centres undefined)	14%	-4	/	/	/	/	-8%	-4%	-13%

Screens as filed in PubChem.
